Source: PubChem
RAD54 branch = inhibitors of human RAD54 branch migration; Q92698; RAD54 Holliday junction branch migration, FAM/BHQ fluorescence; inhibition, % at 10.4 µM; 0.14% of 360,000 active; AID 602329;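 active = mean normalized replicate activity at least 40 and at least half of replicates scoring 40 or more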;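 note: 0% = median of neutral control wells and 100% = median of positive control wells; inhibitors cause a drop in the FAM fluorescence signal; in these data hits start at about 50%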
Target sequence (Q92698 whole entry, looked up): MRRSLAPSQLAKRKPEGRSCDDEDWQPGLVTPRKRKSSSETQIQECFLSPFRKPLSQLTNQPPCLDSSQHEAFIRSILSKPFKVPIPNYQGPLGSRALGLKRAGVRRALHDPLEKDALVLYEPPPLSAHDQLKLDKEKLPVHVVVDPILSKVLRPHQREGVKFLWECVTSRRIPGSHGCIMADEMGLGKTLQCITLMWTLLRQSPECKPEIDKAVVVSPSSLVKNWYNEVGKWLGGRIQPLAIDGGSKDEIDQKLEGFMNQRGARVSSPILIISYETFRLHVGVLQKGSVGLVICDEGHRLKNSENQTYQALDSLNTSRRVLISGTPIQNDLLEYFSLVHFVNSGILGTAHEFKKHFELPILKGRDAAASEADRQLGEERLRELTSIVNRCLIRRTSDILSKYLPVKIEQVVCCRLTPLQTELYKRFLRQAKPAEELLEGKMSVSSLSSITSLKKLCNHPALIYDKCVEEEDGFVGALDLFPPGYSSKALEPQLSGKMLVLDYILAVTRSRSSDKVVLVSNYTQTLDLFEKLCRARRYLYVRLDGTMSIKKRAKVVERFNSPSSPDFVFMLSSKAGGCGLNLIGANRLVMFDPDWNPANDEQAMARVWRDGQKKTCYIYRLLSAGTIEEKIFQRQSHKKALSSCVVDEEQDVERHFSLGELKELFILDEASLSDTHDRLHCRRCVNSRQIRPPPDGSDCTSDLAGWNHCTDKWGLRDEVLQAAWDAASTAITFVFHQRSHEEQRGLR
E-selectin induc = E-selectin induction on HUVECs; activation, % at 7.58 µM; P16581; HUVEC E-selectin immunofluorescence imaging; normalized: neutral wells 0, TNF-alpha wells 100; AID 686992; 0.37% of 260,000 active;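 active = mean E-selectin-positive cell signal at least 10% of the positive control, reached in at least 60% of replicates, without over 20% cell loss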;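 note: in these data hits start at about 27%; measured in HUVEC primary endothelial cells; signal is the percent of cells scored E-selectin positive by PE staining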
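System: HUVEC, human umbilical vein endothelial cells; quantity: 3,000 cells/well; buffer or medium: EGM-2 medium, gelatin-coated wells; dosing: single-point compound dose; detection: immunofluorescence imaging; evaluation: % PE-positive cells; benchmarks: TNF-alpha, DMSO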
Casp6 inh = blocks human caspase-6 cleavage activity; P55212; purified caspase-6, Z-VEID-R110 cleavage fluorescence; inhibition, % at 12.5 µM; 0.53% of 350,000 active;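 active = mean inhibition across replicates at least about 35%, with every replicate also reaching that limit, limit read from the data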;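 note: 0% = median of neutral control wells and 100% = no fluorescence left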
Target sequence (P55212 24-179 limits assumed): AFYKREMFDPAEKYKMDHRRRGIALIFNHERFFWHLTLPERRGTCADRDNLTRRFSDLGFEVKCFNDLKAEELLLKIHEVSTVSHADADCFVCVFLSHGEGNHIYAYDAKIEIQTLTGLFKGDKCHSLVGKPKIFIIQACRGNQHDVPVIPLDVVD
Target sequence (P55212 194-293 limits assumed): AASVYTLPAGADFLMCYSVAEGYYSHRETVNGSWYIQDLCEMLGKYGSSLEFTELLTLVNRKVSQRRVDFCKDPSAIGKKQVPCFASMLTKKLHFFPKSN
ERp5 block = blocks human ERp5 reductase activity on insulin; inhibition, % at 9.99 µM; Q15084; ERp5 insulin aggregation, absorbance 650 nm, 90 min; 0.05% of 350,000 active;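 active = mean replicate inhibition above about 25%, with every replicate also reaching it, limit read from the data, passing the limit was not always enough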
ARNT-TACC3 inh = ARNT/TACC3 interaction disruption. Q9Y6A5. AlphaScreen His-ARNT PAS-B/GST-TACC3 binding, luminescence; TACC3 fragment carries E629A point mutation. inhibition, % at 9.99 µM. 0.66% of 390,000 active. AID 623870;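 active = mean inhibition of replicates at least 50% and at least half of replicates each reaching 50%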;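 note: 0% = complete ARNT plus TACC3 wells and 100% = ARNT alone without TACC3; many hits fall short of the cut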
esBAF inh = blocks esBAF chromatin remodeling in mouse ES cells; 2% of 350,000 active; reporter increase, % at 12.5 µM; AID 602393; Bmi1-luciferase knock-in reporter, 24 h; 100% = twice the neutral-well signal; in the data active = activation above about 40%;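 note: 0% = median of the plate's neutral control wells and 100% = double that signal; a rise in the Bmi1 reporter signal indicates esBAF inhibition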
RAD52 anneal inh = blocks human RAD52 DNA annealing. P43351. recombinant RAD52 DNA annealing, FRET fluorescence. inhibition, % at 18.7 µM. 0.46% of 360,000 active. AID 651710;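 active = every replicate showing at least 50% inhibition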
PglD DTNB = inhibitors of Campylobacter jejuni PglD acetyltransferase. inhibition, % at 12.5 µM. AID 602405. 0.098% of 360,000 active. purified PglD enzyme, DTNB colorimetric CoA detection; in the data active = inhibition above about 16%, passing the limit was not always enough; note: strong numbers were not always called active
Starred values were filed as active, the others as inactive.

Screening COc1ccc(C=C(C(=O)c2ccccc2)c2ccccc2)cc1 returned E-selectin induc 0.3, Casp6 inh 2, ERp5 block 2 and RAD52 anneal inh -17.
Screening CCc1ccc(C(=O)NC(CCSC)C(=O)OC)cc1 (centres undefined) returned RAD54 branch -3, E-selectin induc 0.0, Casp6 inh 0, ERp5 block 2, ARNT-TACC3 inh 1, esBAF inh 5, RAD52 anneal inh -8 and PglD DTNB -5.
O=C(NC1CC1)C1CC(=O)N(c2cccc(Cl)c2)C1 (centres undefined) was read as RAD54 branch 8, E-selectin induc 0.3, Casp6 inh 18, ERp5 block 4, ARNT-TACC3 inh -5, RAD52 anneal inh -11 and PglD DTNB -2.
For CCOc1ccc(CC(=O)NCCS(=O)(=O)N2CCN(c3ccccc3)CC2)cc1 the results were RAD54 branch 23, Casp6 inh -2, ERp5 block -1, ARNT-TACC3 inh -2, esBAF inh -6, RAD52 anneal inh -13 and PglD DTNB 0.
CCOCCCNC(=O)C(NC(=O)CNC(=O)c1ccccc1)c1ccc(C)cc1 (centres undefined) was read as RAD54 branch 0, ARNT-TACC3 inh -7, esBAF inh -4 and PglD DTNB 0.
For Cc1ccc(C(=O)OCC(=O)NCc2ccc(F)cc2)o1 the results were RAD54 branch -7, E-selectin induc -0.3, Casp6 inh 6, ERp5 block 1, ARNT-TACC3 inh -21, esBAF inh -9, RAD52 anneal inh 0 and PglD DTNB 4.
`CCCCn1c(=O)cc(N2CCOCC2)[nH]c1=O` gave RAD54 branch 11, E-selectin induc -0.1, Casp6 inh -1, ERp5 block -2, ARNT-TACC3 inh -3, esBAF inh -2, RAD52 anneal inh -20 and PglD DTNB 0.
`COc1cc(C#N)ccc1OCC(=O)Nc1cccc(S(=O)(=O)N2CCCC2)c1` gave E-selectin induc 0.0, Casp6 inh 2, ERp5 block -3, ARNT-TACC3 inh 6, esBAF inh -10 and RAD52 anneal inh -38.
Screening CCOC(=O)c1cc2cc(F)ccc2nc1C returned RAD54 branch -3, ARNT-TACC3 inh -6, esBAF inh 5 and PglD DTNB 4.
`COc1ccccc1N1CCN(CC(=O)Nc2ccc3c(c2)OCCO3)CC1` gave Casp6 inh -1, ERp5 block 6, ARNT-TACC3 inh 22 and RAD52 anneal inh -7.
O=C(CSc1nncs1)Nc1ccc2[nH]c(=O)[nH]c2c1 was read as RAD54 branch 12, E-selectin induc 0.1, Casp6 inh 3, ERp5 block 0, ARNT-TACC3 inh 3, esBAF inh -11, RAD52 anneal inh -2 and PglD DTNB 4.
`COc1ccc(-c2c3c(=O)n(C)c(=O)n(C)c3cn2-c2ccccc2)cc1` gave RAD54 branch 3, ARNT-TACC3 inh 5, esBAF inh 5 and PglD DTNB -3.
For C(#Cc1ccccc1)CN1CCOCC1 the results were Casp6 inh 3, ERp5 block -5, ARNT-TACC3 inh -5 and RAD52 anneal inh -28.
For CCOC(=O)C1=C(CC)Nc2ccccc2N=C1NC(=O)c1oc2ccccc2c1C the results were E-selectin induc 0.4, Casp6 inh -3, ERp5 block -1, ARNT-TACC3 inh 3 and RAD52 anneal inh -18.
`COC(=O)c1cc2c(ccc3ccccc32)oc1=O` gave RAD54 branch 19, Casp6 inh 3, ERp5 block 0, ARNT-TACC3 inh 23, esBAF inh -1, RAD52 anneal inh -2 and PglD DTNB -9.
For CCN(CC(=O)Nc1ccccc1C(=O)Nc1ccccc1)Cc1nc2ccccc2c(=O)[nH]1 the results were E-selectin induc 0.2, Casp6 inh -2, ERp5 block 3, ARNT-TACC3 inh 1 and RAD52 anneal inh -22.
`COc1ccc(CN(C(=O)c2snc(C(N)=O)c2N)C(C(=O)NC2CCCC2)c2ccc(OC)cc2)cc1` (centres undefined) gave RAD54 branch -3, Casp6 inh -3, ERp5 block -7, esBAF inh 5, RAD52 anneal inh -15 and PglD DTNB 0.
COc1cccc(/C=C2\SC(=S)N(NS(=O)(=O)c3ccccc3)C2=O)c1OC was read as RAD54 branch 11, Casp6 inh 3, ERp5 block 6, ARNT-TACC3 inh 12, esBAF inh -3, RAD52 anneal inh -16 and PglD DTNB 3.
Screening Cc1cc(=O)oc2cc(OC(C)C(=O)NCC3CCC(C(=O)O)CC3)ccc12 (centres undefined) returned RAD54 branch 2, Casp6 inh 6, ERp5 block -3, ARNT-TACC3 inh -4, esBAF inh -3, RAD52 anneal inh 8 and PglD DTNB 4.
For C/C=C/c1ccc2c(c1)O[C@H](CN(C)C(=O)c1cccc(F)c1)[C@@H](C)CN([C@H](C)CO)S2(=O)=O the results were RAD54 branch -9, E-selectin induc 0.3, Casp6 inh 5, ERp5 block 3, ARNT-TACC3 inh 6, esBAF inh -6, RAD52 anneal inh 6 and PglD DTNB -3.
`C[C@@H]1CN([C@@H](C)CO)C(=O)c2cc(N(C)C)ccc2O[C@@H]1CN(C)Cc1ccc2c(c1)OCO2` gave RAD54 branch 0, E-selectin induc -3.4, Casp6 inh 0, ERp5 block 2, ARNT-TACC3 inh 10, esBAF inh -1, RAD52 anneal inh 14 and PglD DTNB -1.
`CCC(C)[C@H](N)c1cn([C@@H](CCCCN)C(=O)N2CCNCC2)nn1` (some centres undefined) gave RAD54 branch -6, E-selectin induc 0.0, Casp6 inh -121, ERp5 block 0, ARNT-TACC3 inh 5, esBAF inh -2, RAD52 anneal inh 19 and PglD DTNB -3.
For Cc1c(/C(O)=C2\C(=O)C(=O)N(CCCN(C)C)C2c2cccs2)cnn1-c1ccccc1 (centres undefined) the results were Casp6 inh -7, ERp5 block 0, ARNT-TACC3 inh -1 and RAD52 anneal inh -3.
`Cc1nc2c(-c3ccccc3)cnn2c(N)c1-c1ccccc1` gave RAD54 branch 6, E-selectin induc -0.1, ERp5 block -3, ARNT-TACC3 inh -33, esBAF inh -50, RAD52 anneal inh -4 and PglD DTNB 0.
O=C1NC2(CCc3ccccc32)C(=O)N1CCOc1ccc(Cl)cc1 (centres undefined) was read as RAD54 branch -17, E-selectin induc 1.3, ARNT-TACC3 inh 0, esBAF inh 1 and PglD DTNB 10.
For CCCCc1cc(=O)oc2cc(C)cc(OC(C)C(=O)O)c12 (centres undefined) the results were RAD54 branch -7, ARNT-TACC3 inh -2, esBAF inh -4 and PglD DTNB 0.
For O=C(C[C@@H]1C[C@@H]2c3cc(NC(=O)NC4CCCC4)ccc3O[C@@H]2[C@@H](CO)O1)NCc1cccnc1 the results were E-selectin induc 0.0, Casp6 inh -1, ERp5 block 1 and RAD52 anneal inh 17.
O=C1c2ccccc2[C@@H]2C[C@@H](O)[C@H](Nc3cccc(C(F)(F)F)c3)CCN12 was read as RAD54 branch -4, E-selectin induc 0.0, Casp6 inh -1, ERp5 block 2, ARNT-TACC3 inh 5, esBAF inh -3, RAD52 anneal inh -21 and PglD DTNB 0.
`Cc1ccccc1C(=O)N1CCC(C(=O)Nc2cccc(F)c2)CC1` gave RAD54 branch 5, ARNT-TACC3 inh -2, esBAF inh -6 and PglD DTNB 3.
CCOC(=O)c1cnc(SC2CC(=O)N(c3ccc(C)cc3)C2=O)nc1N (centres undefined) was read as RAD54 branch -9, ARNT-TACC3 inh 2, esBAF inh -11 and PglD DTNB -14.
For Cc1ccc(C2=NN(C(=O)CCl)C(c3cccs3)C2)o1 (centres undefined) the results were Casp6 inh 1, ERp5 block -3, ARNT-TACC3 inh -2 and RAD52 anneal inh -93.
COc1ccccc1N(C)S(=O)(=O)c1ccc(C(=O)N2CCCc3ccccc32)cc1 was read as RAD54 branch 1, Casp6 inh 3, ERp5 block 4, esBAF inh 12, RAD52 anneal inh -10 and PglD DTNB 2.
`O=C(c1ccccn1)N(Cc1ccco1)C1(C(=O)Nc2ccc(Br)cc2)CCCCC1` gave RAD54 branch 7, E-selectin induc -0.1, Casp6 inh -1, ERp5 block -8, esBAF inh -9, RAD52 anneal inh -5 and PglD DTNB 2.
Screening CCN(CC)c1cc(C)c2cc(NC(=O)c3ccccc3F)ccc2n1 returned RAD54 branch 11, E-selectin induc 0.6, Casp6 inh 3, ERp5 block 2, ARNT-TACC3 inh 1, esBAF inh 37, RAD52 anneal inh -29 and PglD DTNB -1.
COc1cccc(CC(NC(C)=O)C(=O)NC2CCN(S(=O)(=O)c3ccc4ccccc4c3)CC2)c1 (centres undefined) was read as RAD54 branch 0, Casp6 inh 1, ERp5 block 5, ARNT-TACC3 inh -2, esBAF inh -3, RAD52 anneal inh -7 and PglD DTNB 2.
Screening O=C(C[C@H]1C[C@@H]2c3cc(NC(=O)C4CCC4)ccc3O[C@@H]2[C@H](CO)O1)NCc1ccccc1 returned RAD54 branch 4, E-selectin induc -0.6, Casp6 inh -3, ERp5 block -1, ARNT-TACC3 inh -5, esBAF inh -1, RAD52 anneal inh -4 and PglD DTNB -3.
CCCC(=O)n1nc(-c2ccccc2)nc1SC was read as RAD54 branch -1, ARNT-TACC3 inh -2, esBAF inh 10 and PglD DTNB -3.
For C[C@@H](NC(=O)C[C@@H]1CC[C@@H]2[C@H](COC[C@@H](O)CN2Cc2ccc(C(F)(F)F)cc2)O1)c1ccccc1 the results were RAD54 branch 1, E-selectin induc 0.2, Casp6 inh 1, ERp5 block 0, ARNT-TACC3 inh 1, esBAF inh 1, RAD52 anneal inh 7 and PglD DTNB 1.
`CC1(c2ccc(OC(F)F)cc2)NC(=O)N(CC(=O)N2c3ccccc3NC(=O)C2(C)C)C1=O` (centres undefined) gave RAD54 branch 2, Casp6 inh 3, ERp5 block -4, ARNT-TACC3 inh -4, esBAF inh -4, RAD52 anneal inh -7 and PglD DTNB 4.
O=C(Nc1ccc(F)cc1)N1CCCCN2[C@H](CO)[C@@H](c3ccc(C#CC4CC4)cc3)[C@H]2C1 was read as RAD54 branch 19, E-selectin induc -0.3, Casp6 inh -1, ERp5 block 0, ARNT-TACC3 inh 9, esBAF inh -3, RAD52 anneal inh -1 and PglD DTNB 3.

Among those listed so far, these have two or more sulfur atoms.
O=C(CSc1nncs1)Nc1ccc2[nH]c(=O)[nH]c2c1 was read as RAD54 branch 12, E-selectin induc 0.1, Casp6 inh 3, ERp5 block 0, ARNT-TACC3 inh 3, esBAF inh -11, RAD52 anneal inh -2 and PglD DTNB 4.
COc1cccc(/C=C2\SC(=S)N(NS(=O)(=O)c3ccccc3)C2=O)c1OC was read as RAD54 branch 11, Casp6 inh 3, ERp5 block 6, ARNT-TACC3 inh 12, esBAF inh -3, RAD52 anneal inh -16 and PglD DTNB 3.

New compounds follow
`Cn1c(=O)oc2cc(S(=O)(=O)NC(Cc3ccccc3)C(=O)N3CCCCC3)ccc21` (centres undefined) gave RAD54 branch 4, E-selectin induc -0.1, Casp6 inh -2, ERp5 block 1, ARNT-TACC3 inh 6, esBAF inh -6, RAD52 anneal inh -8 and PglD DTNB 1.
For COc1cc2[nH]c(C(=O)N3CCN(c4ccccc4F)CC3)cc2c(OC)c1OC the results were RAD54 branch 12, E-selectin induc 0.1, Casp6 inh -1, ERp5 block -2, ARNT-TACC3 inh 11, esBAF inh 11, RAD52 anneal inh -5 and PglD DTNB -6.
For N=c1n(CCN2CCCCC2)c2ccccc2n1CC(=O)c1cccc([N+](=O)[O-])c1 the results were RAD54 branch 87*, E-selectin induc -0.3, Casp6 inh -3, ERp5 block -3, ARNT-TACC3 inh -14, esBAF inh 1, RAD52 anneal inh 75* and PglD DTNB 1.
Screening CO[C@H]1CC[C@@H]2CCN(C)C(=O)[C@@H](C)[C@H](OC)CN(C)C(=O)c3cc(C#N)ccc3OC[C@H]1O2 returned RAD54 branch 3, E-selectin induc 0.1, Casp6 inh -4, ERp5 block 1, ARNT-TACC3 inh -3, esBAF inh -4, RAD52 anneal inh -11 and PglD DTNB -6.
Screening Cc1cccc(NC(=O)CCn2cnnn2)c1 returned RAD54 branch -2, Casp6 inh -2, ERp5 block 3, ARNT-TACC3 inh -28, RAD52 anneal inh -11 and PglD DTNB 2.
